# Source: PubChem BioAssay
# Yfh1-off respiration: enhancers of respiration in Yfh1-depleted yeast, dose response, Friedreich's ataxia, plus single-dose screen (AID 1465); one-dose fold induction at 50 µM; EC50 in µM for titrated hits; S. cerevisiae Yfh1-off respiration, WST-1 reduction, 72 h; higher fold induction means a stronger effect; 220,000 compounds, 0.074% hits;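 active = fold induction of absorbance versus untreated yeast above a set limit, then at least 30% activation at any dose in follow-up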;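 note: activators that raise dye reduction in frataxin-depleted yeast; strong numbers were not always called active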
# WT yeast gro inh: growth inhibition of WT strain, primary screen, mitochondrial fusion inhibitor project, WT and mutant strains, chemical genetic; inhibition, % at 10 µM; AID 1362, 2008; mitochondrial fusion phenotypic screen; 190,000 compounds, 2.1% hits; in the data active = inhibition above about 58%; tested in S. cerevisiae
# Autophagy HCS: autophagy modulators in MEF cells, primary screen, imaging, high-content, MEF GFP-LC3; MEF GFP-LC3 puncta imaging; test concentration mostly 10 µM; calls only at 10 µM (by protocol); 190,000 compounds, 0.98% hits;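 active = percentage of spot-positive cells more than 3 SD above its plate mean, without a fluorescence outlier flag or 80% toxicity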;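 note: spot-positive cell cutoff set from DMSO-treated cells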
# M1AAP inhibition: P. falciparum M1AAP inhibitors, biochemical, fluorogenic H-Leu-NHMec substrate, 1536-well (AID 1445); 220,000 compounds, 0.42% hits; recombinant M1AAP, H-Leu-NHMec fluorogenic kinetic assay; higher % means a stronger effect; one-dose inhibition, % at 30 µM; IC50 in µM for titrated hits; Aminopeptidase N (Plasmodium falciparum (isolate 3D7));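 active = primary inhibition above the hit cutoff, then over 50% inhibition at one or more dose response concentrations, cut at about 23% in these data, passing the limit was not always enough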;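 note: plate controls were DMSO full reaction for no effect and no enzyme background for full effect; strong numbers were not always called active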
# P. falciparum M17LAP: P. falciparum M17LAP inhibitors, primary screen, biochemical, fluorogenic H-Leu-NHMec substrate, 1536-well (AID 1619); one-dose inhibition, % at 30 µM; IC50 in µM for titrated hits; Leucine aminopeptidase (Plasmodium falciparum (isolate 3D7)); 220,000 compounds, 0.38% hits; recombinant M17LAP, H-Leu-NHMec fluorogenic kinetic assay; higher % means a stronger effect;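 active = compound inhibiting the enzyme by more than half at any dose during confirmatory dose-response retesting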;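 note: plate controls were full reaction with DMSO carrier for no effect and no enzyme background for full effect; strong numbers were not always called active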
# T cell modulator: modulators of CD8 T cell-vesicle binding, primary screen, mouse 2C CD8+ T cells, flow cytometry | AID 2052, 2009 | 2C CD8+ T cell-vesicle binding; stronger effect = lower value | calls only at 7 µM | 330,000 compounds, 0.068% hits;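 active = response, share of CD8 T cells binding vesicles, and their 90th percentile fluorescence all below set limits, cut at about 80% in these data, passing the limit was not always enough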
#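 Incubation: binding step 1.5 h, 37 °C, antibody labelling 20 min, ice; system: murine 2C transgenic CD8+ T lymphocytes; technique: cytometric PE anti-B7-1 and Alexa647 anti-CD8 signals after 1% paraformaldehyde fixation; also added: QL9-charged Drosophila Ld/ICAM-1/B7-1 vesicles; control set: naked versus QL9-loaded vesicles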
# Dynein transport: inhibitors of GR-EGFP nuclear translocation, primary screen, dynein cargo transport inhibitor project, imaging, high-content, 3617.4 mouse cells; z-score, hits read low; test concentration mostly 20 µM; stimulated with dexamethasone, 1 µM; stronger effect = lower value; 220,000 compounds, 0.47% hits; AID 1381, 2008;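 active = plate z-score of nuclear minus cytoplasmic receptor signal below a set negative limit, without overly bright fluorescence or cell loss, cut at about -3.5 in these data, passing the limit was not always enough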;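 note: z-score of nuclear minus cytoplasmic ring GR-EGFP intensity difference per well; some compounds called inactive have numbers as strong as hits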
#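 Medium: Induction medium lacking tetracycline, stripped serum | Probe or stimulus: 1.0 µM final dexamethasone stimulus | Schedule: 48 h induction, then 1 h compound, then 30 min agonist, 37 °C | Signal: Automated 10x imaging of fixed Hoechst-stained cells | Evaluation: Per-cell GR-EGFP intensity, nucleus versus surrounding cytoplasmic ring, well-averaged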
# MT stabilizer: microtubule stabilizers in HeLa cells, primary screen, imaging, high-content imaging; HeLa tubulin immunostaining HCS, 24 h; share of cells brighter than vehicle mean+2SD; % tubulin-high responders, % at 10 µM; 200,000 compounds, 0.83% hits;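 active = plate Z-score above 3 for both tubulin-high and condensed-nucleus cell shares, with cell loss under 80%, at 10 µM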;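 note: anti alpha tubulin signal scored within the nucleus-defined area of each cell; some results filed as inactive read as strong as hits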
# bCat nuc transl: modulators of beta-catenin nuclear translocation, primary screen, imaging, HeLa cells, immunofluorescence, high-content. nuclear translocation activity, % at 5 µM. AID 1665, 2009. 190,000 compounds, 0.3% hits;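 active = nuclear translocation activity above 50% at 5 µM, with a well cell count of 50 or more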;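 note: per-cell ratio of nuclear to cytoplasmic median beta-catenin stain intensity; plate controls were DMSO negative control for no effect and GSK-3 inhibitor IX positive control for full effect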
#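 assay system = human HeLa cells, endogenous beta-catenin | times = compound treatment 24 h, 37°C, 5% CO2 | detection = Anti-beta-catenin immunofluorescence on PFA-fixed, Triton-permeabilized cells, DAPI nuclei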
# WT yeast gro inh mutant strain: recorded beside WT yeast gro inh, whose call it bears; inhibition, %; mitochondrial fusion phenotypic screen, mutant strain inhibition
# Dynein transport cytoplasmic EGFP: further read-out of Dynein transport, marked with its call; z-score; measured here: cytoplasmic GR-EGFP intensity; stronger effect = higher value
# Dynein transport nuclear GR-EGFP: recorded beside Dynein transport, whose call it bears; z-score; measured here: nuclear GR-EGFP intensity;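 lower value marks the stronger effect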
# Dynein transport cell count: further read-out of Dynein transport, marked with its call; z-score; measured here: cell count per field
# bCat nuc transl cell count 5 µM: second read-out of bCat nuc transl, no call of its own (marks repeat the call); cell count; measured here: cell count, cytotoxicity flag
# T cell modulator vesicle-bound %: recorded beside T cell modulator, whose call it bears; double positive events, %; measured here: CD8+ vesicle-bound cell fraction;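 binding gate set so that unloaded-vesicle control wells show 10% double positive cells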
# MT stabilizer Hoechst-high %: also measured in MT stabilizer; calls as there; % Hoechst-high responders; measured here: nuclear condensation Hoechst responders;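 share of cells brighter than vehicle mean plus two SD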
# MT stabilizer cytotoxicity %: also measured in MT stabilizer; calls as there; toxicity, %; measured here: cytotoxicity by cell density;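 0% = mean cell density of plate MIN control wells and 100% = no cells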
# Autophagy HCS cell loss 18 h: also measured in Autophagy HCS; calls as there; toxicity, %; measured here: cell loss, nuclei count;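 cell loss after 18 h compound exposure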
# The depositor's hits bear a star; i = inactive; . = not tested or not shown.
SMILES,Yfh1-off respiration,WT yeast gro inh,WT yeast gro inh mutant strain,Autophagy HCS,Autophagy HCS cell loss 18 h,M1AAP inhibition,P. falciparum M17LAP,T cell modulator,T cell modulator vesicle-bound %,Dynein transport,Dynein transport cytoplasmic EGFP,Dynein transport nuclear GR-EGFP,Dynein transport cell count,MT stabilizer,MT stabilizer Hoechst-high %,MT stabilizer cytotoxicity %,bCat nuc transl,bCat nuc transl cell count 5 µM
O=C(c1cccs1)N1CCCN(c2ncnc3scc(-c4ccccc4)c23)CC1,i,.,.,.,.,2%,7%,i,14,0.18,-0.26,0.063,-0.13,.,.,.,-4.4,1132
CSCCNCc1c(C(=O)N2CCOCC2)nc2c(C)cccn12,i,-7,-14,i,4,1%,-3%,i,58,0.45,-0.24,0.37,0.13,1.6,1.3,6.9,0.5,1565
O=C1C(=O)N(CCO)C(c2cccc(F)c2)/C1=C(\O)c1ccc(Cl)cc1 (stereo unspecified),.,-38,-25,i,31,19%,16%,i,13,1.9,-0.36,0.54,-0.35,4.8,2.1,20,-0.6,1418
COCCn1c(N)c(N(Cc2ccccc2)C(=O)c2ccc(C#N)cc2)c(=O)[nH]c1=O,i,-17,-2,i,5,2%,2%,i,31,0.13,-0.054,0.28,-0.57,2.6,1.9,3.6,-1.4,1125
O=C(O)c1cc(N/N=C/c2ccc3c(c2)OCO3)ccc1Cl,i,-8,2,i,3,10%,14%,i,13,-1.3,-0.24,-0.29,1.2,5.2,2.3,5.9,0.3,1080
Cc1ccc(C(C(=O)NC(C)(C)C)N(C(=O)c2csnn2)C2CC2)cc1 (stereo unspecified),i,-13,-6,i,0,0%,5%,i,36,3.8,-0.16,1.8,-1.9,4.5,1.7,6.0,-1.3,1206
Cc1sc(NC(=O)C2C3C=CC(C3)C2C(=O)O)c(C(N)=O)c1-c1ccc(C(C)C)cc1 (stereo unspecified),i,-9,-13,i,4,11%,5µM*,i,22,-0.3,-0.28,-0.18,-0.16,1.9,4.8,11,-3.2,555
COc1ccc(C2CC(c3ccc(Cl)cc3)Nc3nc(NC(=O)c4ccco4)nn32)cc1 (stereo unspecified),i,-9,-18,i,-1,-2%,-2%,.,.,-0.91,-0.16,-0.27,-0.33,1.9,1.5,9.1,1.3,1109
O=C(O)CCN1C(=O)C2CCCCC2C1=O (stereo unspecified),i,-7,4,i,-17,4%,0%,i,17,-0.16,-0.23,0.1,0.7,2.0,1.3,8.3,.,.
COC(=O)C1=C(C)N=C2SCCC(=O)N2C1c1ccc(C(=O)OC)cc1 (stereo unspecified),i,-3,-1,i,2,-7%,-4%,i,26,1.2,-0.25,0.48,-1.5,2.7,3.0,3.6,.,.
COc1ccc(-c2nn(C)c(=O)c3ccccc23)cc1NC(=O)COc1ccc(C)cc1,i,2,-1,i,16,1%,-4%,i,16,-0.33,-0.27,-0.8,0.99,2.6,1.6,8.5,11,1245
OCCNc1nc(Nc2cccc(O)c2)nc2ccccc12,i,.,.,.,.,9%,18%,i,31,-0.26,-0.014,0.67,-1,.,.,.,0.9,1276
Cc1cc(C)c(S(=O)(=O)c2ccccc2C(=O)O)c(C)c1,i,11,12,i,21,4%,-49%,i,14,-0.58,0.66,-0.17,1.8,4.7,2.7,11,-2.7,1080
O=C(CSCC(=O)N1CCOCC1)Nc1ccccc1,i,12,3,i,-4,3%,-6%,i,51,-0.24,-0.15,0.1,-0.64,1.5,2.4,9.5,-0.5,1182
O=C1CN(S(=O)(=O)c2ccc(F)cc2)CC(=O)N1CCc1ccccc1,i,-1,18,i,3,13%,15%,.,.,2.8,-0.17,1.5,-1.7,6.0,3.4,5.1,-0.7,1344
O=C(O)Cc1ccc(C(=O)c2ccc(Cl)cc2Cl)s1,i,-18,8,i,-5,10%,3%,i,57,-0.35,-0.31,0.21,-0.49,2.9,3.4,6.4,-3.8,1055
CC(C)(C)NNC(=S)Nc1cccc(F)c1,i,.,.,.,.,9%,4%,i,55,-0.5,-0.26,-0.35,0.35,.,.,.,-0.7,1351
CC(C)(C)C(=O)NC1(C(F)(F)F)NC(=O)N(Cc2ccccc2)C1=O (stereo unspecified),i,.,.,.,.,3%,4%,i,41,1.4,-0.18,1.5,-2,.,.,.,-1.9,1356
Cc1cccc(Cc2nnc(CCC(=O)N3CCCCC3c3nccs3)o2)c1 (stereo unspecified),i,-1,1,i,8,6%,6%,i,61,-0.24,-0.29,-0.072,0.74,2.4,1.6,2.1,-0.7,1116
CCCN(CCC)CCCn1c(=O)[nH]c2ccccc21,i,-3,4,i,5,2%,-1%,i,46,-0.57,-0.14,0.29,0.33,1.9,2.1,5.1,-1.8,924
CCC1(C)N=c2c(c(=O)n(C)c(=O)n2C)=NO1 (stereo unspecified),i,-17,40,i,-7,-3%,-8%,i,51,0.25,-0.27,0.22,1.4,2.1,2.1,7.5,-2.7,1168
CCC(=O)Nc1nc2nc(-c3ccccc3)cc(-c3ccccc3)n2n1,.,-7,15,i,42,0%,-19%,i,57,-0.077,-0.25,-0.14,1.2,4.7,2.7,13,-0.9,993
O=C(Nc1ccccc1)Nc1ccc(C(=O)N2CCOCC2)cc1,i,-12,-6,i,2,0%,23%,i,55,-0.71,-0.2,-1.1,0.14,3.4,0.9,7.0,-0.9,1380
O=S(=O)(Nc1ccncc1Cl)c1ccc2ccccc2c1,i,6,-10,i,0,-8%,-4%,i,47,1,-0.25,0.69,-1.1,11,5.5,5.1,-2.1,1102
COc1cc(S(=O)(=O)N2CCN=C2c2ccccc2)ccc1F,i,-5,-1,i,7,4%,5%,i,56,0.27,-0.13,0.078,-0.24,44*,41*,36*,.,.
Cc1c(NC(=O)CSc2nc3ccccc3n2C)c(=O)n(-c2ccccc2)n1C,i,-28,-21,i,8,2%,-7%,i,40,-0.13,-0.31,-0.15,-0.91,2.2,1.7,11,-1.2,953
O=[N+]([O-])c1ccc(N2CCN(C(=S)NCc3ccc(Cl)cc3)CC2)cc1,i,36,38,i,48,4%,1%,i,19,-0.32,-0.3,0.039,0.16,6.2,3.9,4.8,-0.2,1136
O=C(NCCCN1CCCCCC1)c1ccc(N2CCCC2=O)cc1,i,9,-4,i,-3,3%,10%,i,8,-0.71,-0.24,0.12,0.066,2.7,1.2,6.7,1.6,1145
CCn1c(SCC(=O)c2ccccc2)nc2ccccc2c1=O,i,-16,-1,i,9,3%,-10%,i,61,0.59,-0.12,0.58,-0.42,2.2,2.7,4.9,0.6,1461
CC(C)(C)NC(=O)c1cccc(NC(=O)Cc2cccs2)c1,i,-6,-4,i,-1,1%,20%,i,20,-0.48,-0.36,-0.74,0.87,2.4,2.2,8.3,-3.7,1075
CC(C)c1ccc(/C=N/NC(=O)CC(=O)NCc2ccccc2)cc1,i,7,9,i,23,13%,-1%,i,9,-1.1,-0.3,-0.62,1.2,2.6,1.9,3.1,2.3,988

# 4 structures already listed, arranged by SMILES length, largest number first:
SMILES,Yfh1-off respiration,WT yeast gro inh,WT yeast gro inh mutant strain,Autophagy HCS,Autophagy HCS cell loss 18 h,M1AAP inhibition,P. falciparum M17LAP,T cell modulator,T cell modulator vesicle-bound %,Dynein transport,Dynein transport cytoplasmic EGFP,Dynein transport nuclear GR-EGFP,Dynein transport cell count,MT stabilizer,MT stabilizer Hoechst-high %,MT stabilizer cytotoxicity %,bCat nuc transl,bCat nuc transl cell count 5 µM
CC(C)c1ccc(/C=N/NC(=O)CC(=O)NCc2ccccc2)cc1,i,7,9,i,23,13%,-1%,i,9,-1.1,-0.3,-0.62,1.2,2.6,1.9,3.1,2.3,988
CC(C)(C)NC(=O)c1cccc(NC(=O)Cc2cccs2)c1,i,-6,-4,i,-1,1%,20%,i,20,-0.48,-0.36,-0.74,0.87,2.4,2.2,8.3,-3.7,1075
O=C(NCCCN1CCCCCC1)c1ccc(N2CCCC2=O)cc1,i,9,-4,i,-3,3%,10%,i,8,-0.71,-0.24,0.12,0.066,2.7,1.2,6.7,1.6,1145
CCn1c(SCC(=O)c2ccccc2)nc2ccccc2c1=O,i,-16,-1,i,9,3%,-10%,i,61,0.59,-0.12,0.58,-0.42,2.2,2.7,4.9,0.6,1461
